# Screens: PubChem, Broad Institute
# Xi reactivation: reactivates the inactive X chromosome in mouse fibroblasts; activation, % at 7.58 µM; AID 743238; actives 0.055% (n = 360,000); XiGFP mouse fibroblasts, % GFP-positive cells imaging, 3 d; cells co-treated with 5-aza-dC sensitizer; scaled so ellipticine positive control = 100%;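 active means mean normalized replicate activation at least 10% and every replicate at or above 10%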;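 further: 0% = median of on-plate neutral control wells and 100% = ellipticine 6 µM median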
#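 Assay system – SV40-immortalized XiGFP fibroblast cells, line 68-5-11 · Buffer or medium – DMEM supplemented with 5-aza-dC as sensitizing agent · Dosing – one concentration, pinned · Benchmarks – positive control ellipticine, 6 µM final · Times – 3 days compound exposure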
# S100A4 inh HTS: S100A4-myosin IIA interaction inhibition. P26447. S100A4/TAMRA-MyoIIA peptide fluorescence polarization. inhibition, % at 10.7 µM. actives 0.14% (n = 360,000). AID 652163;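 active means mean inhibition of at least 70% across replicates, with every replicate also reaching that level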
# Target sequence (P26447 whole entry, looked up): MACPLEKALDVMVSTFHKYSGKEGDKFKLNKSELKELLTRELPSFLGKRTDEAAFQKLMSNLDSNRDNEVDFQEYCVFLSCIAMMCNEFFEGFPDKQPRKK
#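 System – human S100A4 monomer protein, biochemical binding assay · Buffer or medium – Calcium-containing HEPES buffer, pH 7.2 · Timing – 5 min between mix addition and reading · Also added – TAMRA-labelled myosin IIA heavy-chain peptide probe, 5 nM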
# PGC1a acetyl inh: modulators of PGC1a acetylation. U2OS PGC1a acetylation, AlphaScreen anti-acetyl-lysine; with virally co-expressed GCN5 acetyltransferase. inhibition, % at 15.6 µM. actives 0.17% (n = 350,000);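 active means every replicate shows inhibition of at least 40%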;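 further: 0% = neutral control wells and 100% = positive control wells; some results beyond the cut were filed as inactive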
# SIRT5 block: sirtuin-5 (human) deacylase inhibition; Q9NXA8; AID 652115; inhibition, % at 15 µM; Purified SirT5, succinyl-peptide AMC, trypsin-coupled fluorescence; actives 1.1% (n = 330,000); in the data active means inhibition above about 15%
# ERAP1 inh: ERAP1 (human) enzyme inhibition | Q9NZ08 | recombinant ERAP1, Leu-AMC fluorescence, 60 min | inhibition, % at 10.7 µM | actives 0.15% (n = 340,000);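 active means mean replicate inhibition of at least 30%, or all replicates individually reaching that 30% level; inactive means mean below 30% and not every replicate reaching it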;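 further: 0% = neutral control wells and 100% = L-leucinethiol positive control wells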
# Target sequence (Q9NZ08 whole entry, looked up): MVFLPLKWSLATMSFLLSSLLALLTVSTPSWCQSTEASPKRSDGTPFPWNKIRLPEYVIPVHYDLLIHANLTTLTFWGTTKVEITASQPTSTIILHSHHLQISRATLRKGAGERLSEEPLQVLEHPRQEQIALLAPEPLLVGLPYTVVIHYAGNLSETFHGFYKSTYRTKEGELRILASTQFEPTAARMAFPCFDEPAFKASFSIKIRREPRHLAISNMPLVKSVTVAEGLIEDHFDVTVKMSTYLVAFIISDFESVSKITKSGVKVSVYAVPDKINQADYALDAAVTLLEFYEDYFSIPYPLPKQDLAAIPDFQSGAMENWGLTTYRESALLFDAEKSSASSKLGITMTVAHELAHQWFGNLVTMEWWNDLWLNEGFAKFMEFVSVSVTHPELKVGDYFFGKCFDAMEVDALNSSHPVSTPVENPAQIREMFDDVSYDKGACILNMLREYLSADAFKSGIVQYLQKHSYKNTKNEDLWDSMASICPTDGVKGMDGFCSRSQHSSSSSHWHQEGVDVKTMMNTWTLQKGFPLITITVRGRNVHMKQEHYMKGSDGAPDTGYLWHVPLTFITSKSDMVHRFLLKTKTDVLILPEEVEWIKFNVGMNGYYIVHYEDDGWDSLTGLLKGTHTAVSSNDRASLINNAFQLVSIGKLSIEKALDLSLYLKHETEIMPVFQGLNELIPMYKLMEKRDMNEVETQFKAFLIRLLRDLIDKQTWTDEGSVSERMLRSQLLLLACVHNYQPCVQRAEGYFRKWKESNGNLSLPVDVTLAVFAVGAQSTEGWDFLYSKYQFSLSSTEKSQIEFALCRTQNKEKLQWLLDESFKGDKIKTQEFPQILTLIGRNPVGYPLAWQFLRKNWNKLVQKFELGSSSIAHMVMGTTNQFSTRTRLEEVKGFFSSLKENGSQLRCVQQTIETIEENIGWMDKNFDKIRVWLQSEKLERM
# Cneo AK release: causes C. neoformans cell lysis. actives 0.2% (n = 360,000). adenylate kinase release luminescence, 4 h; normalised: neutral wells 0, clomiphene wells 100. AID 651654. lysis activity, % at 15 µM;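 active means mean lysis activity across replicates of at least 80%, whatever share of replicates individually reach that level; inactive means mean lysis activity below 80%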
#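 Signal: Adenylate kinase release luminescence | Assay system: Log-phase Cryptococcus neoformans yeast cells | Input: Cells at 5 × 10^6 per mL | Buffer or medium: Fresh YPD growth medium | Compound: Single dose | Schedule: Static 4 h at 37 °C with compound, 1 h detection | Controls: Clomiphene | Read-out: Luminescence rise reflecting yeast cell lysis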
# LGR2 antag: inhibitors of bursicon-induced Drosophila LGR2 receptor cAMP signaling; actives 0.35% (n = 380,000); inhibition, % at 9.99 µM; AID 720647; HEK293 LGR2, CRE-luciferase, bursicon-stimulated, 4 h;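 active means drop in luminescence signal, shown as inhibition above about 50% in the replicate tests, limit read from the data, passing the limit was not always enough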;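 further: agonist challenge used bursicon conditioned medium at about half maximal strength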
# Statin myotox sup: suppression of simvastatin myotoxicity. C2C12 myotubes + simvastatin, ATP luminescence, 48 h; scaled: DMSO 0, geranylgeraniol control 100. rescue of ATP level, % at 7.49 µM. actives 0.78% (n = 330,000);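 active means mean ATP rescue above about 67%, or every replicate alone reaching that limit, limit read from the data, passing the limit was not always enough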;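 further: myotubes were challenged with 10 µM simvastatin during compound exposure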
# Active calls of the source: *; / = no result given. An excerpt. The share of hits here may be higher or lower than overall.
# Under each structure: Xi reactivation	S100A4 inh HTS	PGC1a acetyl inh	SIRT5 block	ERAP1 inh	Cneo AK release	LGR2 antag	Statin myotox sup
O=C(NC1CCCCC1)C(c1ccnc2ccccc12)n1c(=O)c(-c2cc3ccccc3[nH]2)nc2ccccc21 (configuration not stated)
 : 0.4	-5.2	/	1.1	/	/	-15.7	/
COc1ccc(OC)c(-c2csc(NC(=O)c3ccccc3F)n2)c1
 : 0.0	0.8	-8.1	0.2	3.5	-0.7	-4.2	-2.9
COC(=O)C1=C(C)N(c2ccc(C)c(C)c2)/C(=C/c2cccs2)C1=O
 : /	-1.9	14.9	-1.3	-0.4	-4.3	20.3	/
O=C(/C=C/c1ccccc1Cl)Nc1ccccc1
 : 0.0	-1.3	-4.2	5.7	-3.0	-18.6	/	/
CN(C(=O)COC(=O)c1ccc([N+](=O)[O-])cc1N)c1ccccc1
 : -0.1	-1.0	/	-1.5	6.4	/	4.2	/
COc1ccc(-n2c(Cc3cccn3C)nnc2SCC(=O)Nc2ccc(F)cc2F)cc1
 : 0.3	-3.6	-6.2	/	/	1.2	12.6	0.0
COc1ccc(C)cc1NC(=O)c1sc2ncn(CC(=O)N3CCCCC3)c(=O)c2c1C
 : 0.0	-3.0	-0.1	-5.2	1.3	0.9	4.8	-4.4
O=C(NCc1ccccn1)C(=O)NCC1OCCN1S(=O)(=O)c1ccc(Cl)cc1 (configuration not stated)
 : 0.0	-2.2	/	0.4	-0.1	0.9	2.5	4.1
CCOC(=O)c1oc2ccc(Cl)cc2c1NC(C)=O
 : 0.4	0.8	/	-3.2	1.4	1.1	-13.5	/
COc1ccc(S(=O)(=O)Nc2cccc3c2O[C@@H](CN(C)Cc2ccc4c(c2)OCO4)[C@H](C)CN([C@@H](C)CO)C3=O)cc1
 : -0.1	7.0	-0.7	4.1	11.0	51.0	9.4	45.6
CN(CC(=O)Nc1ccccc1N1CCCC1)S(=O)(=O)c1ccc(F)cc1
 : 0.1	-1.9	4.5	-1.2	3.9	-0.9	-0.4	9.3
C=CCNc1nc(C(=O)OCC(=O)c2ccc(F)cc2)cs1
 : 0.1	-0.3	5.5	-4.9	-1.0	-1.6	-30.0	-1.5
Nc1ccc(OCc2ccccc2)cc1
 : 0.3	-7.9	-0.8	/	-3.1	0.7	-42.2	11.2
CO[C@@H]1CN(C)C(=O)c2ccc(NC(=O)Nc3c(C)noc3C)cc2OC[C@H](C)N(CCC(F)(F)F)C[C@H]1C
 : 0.3	-24.3	-9.6	4.5	-0.9	/	2.9	/
COc1ccccc1-c1ccc2c(c1)O[C@H](CN(C)C(=O)Nc1cccc(F)c1)[C@H](C)CN([C@H](C)CO)S2(=O)=O
 : 0.9	-0.1	4.6	3.6	-0.5	8.2	8.3	-20.1
CC(C)CCC1(CCO)C(=O)N=C(N)NC1=O (configuration not stated)
 : -0.1	7.9	/	-10.8	0.3	0.0	5.9	5.2
O=C(C[C@@H]1CC[C@@H](NC(=O)c2ccc3c(c2)OCO3)[C@H](CO)O1)NCc1ccc(Oc2ccccc2)cc1
 : 0.2	9.6	-19.5	0.5	2.9	-1.6	-14.7	36.8
CCC(C(=O)NC(C)(C)C)N(Cc1cccs1)C(=O)CNS(=O)(=O)c1ccccc1 (configuration not stated)
 : /	-2.5	-10.5	-1.5	/	-2.6	0.3	/
O=C(NCC[C@H]1CC[C@H](NC(=O)C2CCCC2)[C@@H](CO)O1)c1ccc(F)cc1
 : 0.0	-15.6	-5.6	-3.5	-1.8	7.5	2.8	-4.6
COc1ccccc1S(=O)(=O)Nc1ccc2c(c1)C(=O)N(C)C[C@H](OC)[C@@H](C)CN[C@@H](C)CO2
 : 0.0	0.2	17.2	-4.6	/	-1.9	-8.8	-4.1

# Given field by field: 4 of the compounds above.
Structure: O=C(C[C@@H]1CC[C@@H](NC(=O)c2ccc3c(c2)OCO3)[C@H](CO)O1)NCc1ccc(Oc2ccccc2)cc1
  Xi reactivation: 0.2; S100A4 inh HTS: 9.6; PGC1a acetyl inh: -19.5; SIRT5 block: 0.5; ERAP1 inh: 2.9; Cneo AK release: -1.6; LGR2 antag: -14.7; Statin myotox sup: 36.8

Structure: CO[C@@H]1CN(C)C(=O)c2ccc(NC(=O)Nc3c(C)noc3C)cc2OC[C@H](C)N(CCC(F)(F)F)C[C@H]1C
  Xi reactivation: 0.3; S100A4 inh HTS: -24.3; PGC1a acetyl inh: -9.6; SIRT5 block: 4.5; ERAP1 inh: -0.9; Cneo AK release: /; LGR2 antag: 2.9; Statin myotox sup: /

Structure: COc1ccc(C)cc1NC(=O)c1sc2ncn(CC(=O)N3CCCCC3)c(=O)c2c1C
  Xi reactivation: 0.0; S100A4 inh HTS: -3.0; PGC1a acetyl inh: -0.1; SIRT5 block: -5.2; ERAP1 inh: 1.3; Cneo AK release: 0.9; LGR2 antag: 4.8; Statin myotox sup: -4.4

Structure: CCC(C(=O)NC(C)(C)C)N(Cc1cccs1)C(=O)CNS(=O)(=O)c1ccccc1 (configuration not stated)
  Xi reactivation: /; S100A4 inh HTS: -2.5; PGC1a acetyl inh: -10.5; SIRT5 block: -1.5; ERAP1 inh: /; Cneo AK release: -2.6; LGR2 antag: 0.3; Statin myotox sup: /

# Continuation:
# Under each structure: Xi reactivation	S100A4 inh HTS	PGC1a acetyl inh	SIRT5 block	ERAP1 inh	Cneo AK release	LGR2 antag	Statin myotox sup
CN1CCN(C(=O)C[C@H]2CC[C@H]3[C@H](COc4ccc(NC(=O)C5CCCC5)cc4C(=O)N3C)O2)CC1
 : 0.1	-13.1	3.9	3.2	2.3	/	-11.1	/
CCN1CCN(c2nnc(-c3ccc(C)cc3)c3ccccc23)CC1
 : -0.1	-0.6	4.8	0.8	-1.6	-1.0	22.1	-5.1
O=[n+]1c2c(n([O-])c3c1CCCC3)CCCCC2
 : /	/	-0.1	/	/	14.5	36.3	-7.5
CN(C)C(=O)c1ccc(-c2ccc([C@H]3[C@H](CO)N4C(=O)CN(C(=O)C5CC5)C[C@@H]34)cc2)cc1
 : -0.1	5.7	-10.3	2.2	-2.8	/	-1.0	/
CN(C)c1cc(-c2ccc(Cl)c(Cl)c2)oc(=O)c1Cl
 : 0.0	21.4	5.3	6.1	/	-4.1	29.3	/
Cc1noc(C)c1COC(=O)c1ccc(F)c(S(=O)(=O)N2CCCCC2)c1
 : 0.0	-1.9	/	-4.1	13.7	/	-14.4	/
Cc1noc(C)c1S(=O)(=O)N(C)C[C@@H]1Oc2ccc(NC(=O)NC3CCCCC3)cc2CC(=O)N([C@@H](C)CO)C[C@@H]1C
 : 0.2	-5.3	11.3	0.2	-1.1	0.6	-31.1	13.0
CCn1c(=O)c(=O)[nH]c2cc(C(=O)NC3CCCc4ccccc43)ccc21 (configuration not stated)
 : /	-38.2	11.6	-3.5	4.2	/	/	16.6
C[C@@H]1CN([C@@H](C)CO)C(=O)c2cccc(NS(=O)(=O)c3ccc(Cl)cc3)c2O[C@H]1CN(C)Cc1ccc(Oc2ccccc2)cc1
 : 0.0	2.1	-0.1	0.7	-1.4	-3.1	-15.0	-45.3
COc1ccc(-c2csc(NC(=O)CSCC(=O)Nc3cc(C)on3)n2)c(OC)c1
 : 0.1	0.7	/	-2.9	-5.1	/	-33.0	/
CO[C@H]1CN(C)C(=O)c2cc(NS(=O)(=O)Cc3ccccc3)ccc2OC[C@H](C)NC[C@H]1C
 : 0.5	7.9	3.0	3.0	/	0.1	6.5	1.0
Cc1cccnc1NC(=O)CCC(=O)c1cccs1
 : 0.0	-0.6	6.2	1.2	4.5	-1.1	/	-9.8
Cc1noc(C)c1S(=O)(=O)Nc1ccc2c(c1)C(=O)N([C@@H](C)CO)C[C@@H](C)[C@H](CN(C)S(=O)(=O)c1cn(C)cn1)OCCCC[C@H](C)O2
 : -0.1	-6.5	0.5	0.0	1.4	-3.0	13.0	/
O=C(NC1CCN(Cc2ccccc2)CC1)c1ccccc1F
 : /	1.1	9.3	-2.3	-0.5	-0.5	10.0	-4.1
OCC1OC(C(N=Nc2ccccc2)=NNc2ccccc2)C(O)C1O (configuration not stated)
 : 0.0	16.1	/	/	4.0	/	-28.4	/
CCOC(=O)C1=C(C)NC(C)=C(C(=O)OCC)C1c1cccc([N+](=O)[O-])c1
 : 0.0	-5.8	/	-0.3	-1.9	-3.7	-10.5	/
CCOC(=O)c1cnc2c(C)cc(Cl)cc2c1NCCCN1CCOCC1
 : 0.3	-5.3	9.4	-3.3	-2.4	3.6	-7.4	5.5
COc1ccc2c3c(n(C)c2c1)[C@H](CO)N(Cc1ccccc1)CC31CCN(S(C)(=O)=O)CC1
 : 0.4	-4.0	/	7.3	-4.7	/	-22.9	/
CCCCCOC(=O)CSc1nc2c(c(=O)[nH]c(=O)n2C)n1CCc1ccccc1
 : /	/	-4.7	/	/	-0.6	-4.8	7.9
CCCNC(=O)N(C)C[C@H]1Oc2cc(C#Cc3cccc(F)c3)ccc2S(=O)(=O)N([C@@H](C)CO)C[C@H]1C
 : 0.4	-10.1	3.7	11.3	1.3	-0.8	7.0	/
O=[N+]([O-])c1ccc(-[n+]2ccc3ccccc3c2)c([N+](=O)[O-])c1
 : 0.6	/	/	/	/	-7.4	-4.2	-19.6
Cn1c(SCC(=O)NC2CC2)nnc1-c1ccccc1Cl
 : 0.1	0.7	3.6	-0.8	1.8	-1.5	-8.2	8.1
COC(=O)C[C@@H]1CC[C@@H]2[C@H](COc3ccc(NS(C)(=O)=O)cc3C(=O)N2C)O1
 : 0.0	/	-4.4	/	/	-0.8	0.0	-0.7
Cc1ccc(S(=O)(=O)N2CCC(c3nnc(SCCN4CCCC4)n3C)CC2)cc1
 : 0.2	-3.2	/	-1.9	-1.0	7.0	-10.7	3.3
O=C1NCCCC1C(=O)N/N=C/c1ccccc1[N+](=O)[O-] (configuration not stated)
 : 0.0	3.5	/	-4.6	1.7	/	14.1	/
[O-][n+]1cccc2ncc3cscc3c21
 : 0.0	-1.7	5.2	-0.9	3.2	-1.6	-3.2	/
CC(C)Oc1ccc(C(=O)Nc2ccc(C(F)(F)F)n(C)c2=O)cc1
 : -0.1	2.2	-19.4	0.3	-3.7	-0.9	-31.4	-14.4
CCc1ccc(NS(=O)(=O)c2ccc(C)c(C(=O)N3CCOCC3)c2)cc1
 : 0.1	10.9	/	-1.0	83.4*	-1.0	6.4	/
CCSc1nnc2nc3[nH]c4c(C)cccc4c3nn12
 : 0.0	-9.4	6.6	-0.1	12.0	-1.4	-8.9	/
CCOc1ccc(C(CC(=O)O)NC(=O)COc2ccccc2OC)cc1OC (configuration not stated)
 : 0.1	-6.9	43.1	-0.3	-0.5	0.4	18.7	-0.5
C=CCOC(=O)Nc1nc(CCNC(=O)OC(C)(C)C)c(C(=O)OC)s1
 : 0.3	-18.6	/	4.5	-0.3	/	-23.4	/
CC(=O)c1cccc(NC(=O)NNC(=O)c2ccc(-c3ccccc3)cc2)c1
 : 0.0	-12.9	/	-3.3	2.6	1.2	13.8	-3.7
